# Source: PubChem BioAssay (several laboratories)
# DNMT1 block – blocks human DNA methyltransferase DNMT1 | P26358 | DNMT1 molecular beacon, Hinp1I cleavage, fluorescence | inhibition (reported as % activation of signal), % at 10 µM | actives 0.83% (n = 360,000) | AID 588458; in the data active means inhibition above about 50%
# Target sequence (P26358 504-1616 limits assumed): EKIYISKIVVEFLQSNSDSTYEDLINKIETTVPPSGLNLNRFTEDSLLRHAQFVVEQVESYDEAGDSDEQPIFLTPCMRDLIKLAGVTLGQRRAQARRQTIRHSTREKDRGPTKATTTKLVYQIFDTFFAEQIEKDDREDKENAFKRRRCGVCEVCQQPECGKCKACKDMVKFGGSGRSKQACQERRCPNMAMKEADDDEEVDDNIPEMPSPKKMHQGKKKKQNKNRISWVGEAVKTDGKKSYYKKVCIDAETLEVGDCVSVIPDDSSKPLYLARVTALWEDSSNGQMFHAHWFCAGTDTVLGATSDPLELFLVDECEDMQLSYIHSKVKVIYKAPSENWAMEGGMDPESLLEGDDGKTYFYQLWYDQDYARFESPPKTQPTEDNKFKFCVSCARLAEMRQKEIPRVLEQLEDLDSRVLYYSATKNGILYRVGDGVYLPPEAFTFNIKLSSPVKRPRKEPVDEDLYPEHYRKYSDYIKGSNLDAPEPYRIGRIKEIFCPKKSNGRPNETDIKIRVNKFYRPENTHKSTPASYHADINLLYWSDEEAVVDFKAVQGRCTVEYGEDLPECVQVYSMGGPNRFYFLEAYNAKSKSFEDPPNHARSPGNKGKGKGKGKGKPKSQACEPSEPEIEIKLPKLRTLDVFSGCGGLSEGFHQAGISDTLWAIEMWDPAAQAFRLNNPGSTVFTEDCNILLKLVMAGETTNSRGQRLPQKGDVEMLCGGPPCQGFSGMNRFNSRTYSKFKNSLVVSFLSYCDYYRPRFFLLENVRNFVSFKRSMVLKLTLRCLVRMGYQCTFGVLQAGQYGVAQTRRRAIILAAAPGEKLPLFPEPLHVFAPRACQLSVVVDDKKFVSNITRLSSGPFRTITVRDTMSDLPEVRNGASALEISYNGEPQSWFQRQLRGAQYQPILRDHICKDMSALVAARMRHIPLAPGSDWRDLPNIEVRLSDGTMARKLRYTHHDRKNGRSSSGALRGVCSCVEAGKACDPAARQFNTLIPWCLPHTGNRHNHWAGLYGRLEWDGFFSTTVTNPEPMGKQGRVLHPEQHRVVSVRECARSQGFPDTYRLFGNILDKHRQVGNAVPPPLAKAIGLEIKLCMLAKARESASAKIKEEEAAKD
# Scp1 inh – inhibitors of human Scp-1 phosphatase | Q9GZU7 | Recombinant Scp1, phosphopeptide, malachite green phosphate absorbance | inhibition, % at 20 µM | actives 0.88% (n = 340,000);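 active means inhibition above about 50% at 20 µM, limit read from the data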;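 further: plate controls were DMSO wells with enzyme for no effect and wells lacking enzyme for full effect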
#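 Incubation: 45 min enzyme reaction at room temperature / System: truncated SCP-1 phosphatase (76-261aa) / Reagent: Phospho 17-mer peptide substrate / Buffer or medium: Acidic Tris acetate buffer with magnesium and detergent / Signal: absorbance at 630 nm / Doses: one concentration, 20 µM, with 1.0% DMSO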
# LMPTP block – blocks human LMPTP phosphatase | actives 0.22% (n = 360,000) | inhibition, % at 20 µM | AID 651560 | recombinant LMPTP-A, OMFP fluorogenic substrate, fluorescence intensity;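 active means compounds that cut the enzyme signal by at least half of the control window in the single-dose screen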;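 further: plate controls were DMSO wells with enzyme plus substrate for no effect and substrate without enzyme for full effect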
#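 test system = LMPTP-A | amount = 0.625 nM LMPTP-A final | reagent = fluorogenic phosphatase substrate OMFP at 400 µM final | incubation = 50 min at room temperature | benchmarks = no-enzyme low control, uninhibited high control | medium = Bis-Tris pH 6.0, DTT, detergent | signal = fluorescence intensity of OMFP turnover product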
# CSN deneddyl inh – inhibitors of human CSN-mediated cullin deneddylation. Q92905. Purified CSN, SCF-Nedd8-OG deneddylation, fluorescence polarization. inhibition, % at 12.5 µM. actives 0.38% (n = 360,000);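 active means pattern-corrected inhibition above about 35%, with an unprinted fluorescence ratio check between 0.5 and 1.5, limit read from the data, passing the limit was not always enough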;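 further: 0% = enzyme with substrate and 100% = substrate without enzyme; some results filed as inactive read as strong as hits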
#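 Assay system: purified human Csn5 enzyme expressed in HEK293T cells; Input: 0.24 nM Csn5 enzyme, final concentration; Reagent: 10 nM SCFSkp2-Nedd8OG; Compound dosing: 12.5 µM single point; Times: reaction 90 min, room temperature; Technique: fluorescence polarization readout.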
# SUMO1-SIM PPI – modulators of human SUMO1-mediated protein-protein interactions | actives 0.33% (n = 360,000) | P63165 | SUMO1 binding to a labelled peptide, TR-FRET, 1 h | inhibition, % at 20 µM; in the data active means inhibition above about 37%
# STEP block – inhibitors of human striatal-enriched phosphatase STEP. P54829. recombinant STEP, OMFP fluorogenic substrate, fluorescence. inhibition, % at 20 µM. actives 0.25% (n = 360,000). AID 588621;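 active means inhibition at 20 µM, scaled per plate between control wells, above about 37%, limit read from the data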;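 further: 0% = DMSO with enzyme and substrate and 100% = substrate only without enzyme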
#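 Material: STEP (striatal-enriched tyrosine phosphatase) enzyme, cell-free | Medium: 50 mM Bis-Tris pH 6.0 with 2.5 mM DTT and 0.005% Tween 20 | Read-out: Percent inhibition scaled to no-enzyme and uninhibited-enzyme controls, plate-pattern corrected | Signal: Fluorescence read at 480 nm ex / 540 nm em | Times: 20 min reaction, room temperature, in the dark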
# Tb MetRS inh – Trypanosoma brucei MetRS inhibition; purified T. brucei MetRS, ATP depletion, Kinase-Glo luminescence; inhibition, % at 11.9 µM; actives 0.4% (n = 360,000);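 active means inhibition above a per-plate cutoff of the control wells' mean inhibition plus 3 SD, cut at about 5.5% in these data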;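 further: 0% = DMSO wells median and 100% = median of wells with control inhibitor compound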
#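 Test system: purified T. brucei MetRS enzyme. Also added: ATP, methionine and E. coli bulk tRNA substrates. Compound: 11.9 µM single point. Schedule: 15 min enzyme-compound preincubation, 2 h reaction, 10 min detection, 25 °C. Signal: luciferase luminescence of residual ATP, Kinase-Glo. Evaluation: percent inhibition versus plate control medians. Controls: DMSO wells, low control.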
# Rpn11 block – inhibitors of human proteasome Rpn11; AID 588493; actives 0.59% (n = 360,000); human 26S proteasome, Ub4-pepOG fluorescence polarization; 20S core pre-blocked with epoxomicin; calls only at 20 µM; O00487;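 active means inhibition at 20 µM, scaled to each plate's controls, above about 33%, limit read from the data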
# MsrA inhibitor – inhibits bovine methionine sulfoxide reductase A. purified bovine MsrA, absorbance read-out. inhibition, % at 15.5 µM. actives 0.75% (n = 360,000). AID 651718; in the data active means inhibition above about 4.5%;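 further: 0% = vehicle wells with enzyme and 100% = reference inhibitor wells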
# NadD inh – inhibitors of Staphylococcus aureus NadD; inhibition, % at 20 µM; actives 0.78% (n = 360,000); AID 602399; purified NadD enzyme, colorimetric absorbance read-out; in the data active means inhibition above about 26%; further: some compounds past the cut are filed as inactive
# * = called active by the depositor; i = inactive; x = not tested or not shown.
SMILES,DNMT1 block,Scp1 inh,LMPTP block,CSN deneddyl inh,SUMO1-SIM PPI,STEP block,Tb MetRS inh,Rpn11 block,MsrA inhibitor,NadD inh
COC(=O)c1sccc1S(=O)(=O)NC(C)c1cnn(-c2ccc(OC)cc2)c1C (centres undefined),3,-8,0.4,4,-1,1,-0.2,i,0.4,-4
CN(CC(=O)Nc1cccc(F)c1)C(=O)c1cccc(S(=O)(=O)N2CCN(c3ccc(F)cc3)CC2)c1,3,-2,-6.3,-2,-19,-4,-0.2,i,0.7,0
O=C(/C=C/c1ccccc1)Nc1cccc(C(=O)O)c1,2,-8,-1.4,4,-1,2,0.3,i,0.3,-9
CCOC(=O)C1(Cc2cccc(OC)c2)CCN(CC=C(C)C)CC1,38,-8,-2.9,-3,0,1,-0.3,i,-1.0,-7
CC(C)(C)C1=C(C#N)C(c2ccc3c(c2)OCO3)C(C#N)=C(N)O1 (centres undefined),1,1,0.0,4,-14,1,-0.6,i,2.1,-2
Cn1cnnc1SCc1ccc(C(=O)N=Nc2c(O)n(C)c3ccccc23)cc1,3,-3,1.8,4,-24,0,-0.1,i,3.1,3
CCn1c2ccccc2c2nnc(SCc3ccc(C(=O)OC)o3)nc21,-4,0,7.5,13,-5,2,-0.7,i,1.1,7
C=CCN(C(=O)CSc1nnnn1C)c1nc(-c2ccccc2)cs1,-1,-12,-0.1,1,6,1,0.0,i,1.0,-2
O=C(NC1CCCC1)C1CC(=O)N(c2ccc(F)cc2)C1 (centres undefined),-1,1,0.4,3,5,0,0.2,i,-0.5,-3
O=C(C[C@@H]1C/C=C/CCCC(=O)O[C@H](c2ccccc2)CNC1=O)NCCO,4,-6,-1.6,-1,2,0,-0.3,i,-0.4,-8
Cc1cc(=O)oc2cc(OCC(=O)OCC(=O)Nc3c(C)n(C)n(-c4ccccc4)c3=O)ccc12,-1,-3,-1.3,2,-4,0,-0.3,i,2.0,-4
CC(NC(=O)c1cn(C)c2ccc(S(=O)(=O)N3CCCC3)cc2c1=O)c1ccc2c(c1)OCCO2 (centres undefined),-7,-4,-0.1,2,3,-2,0.4,i,-0.1,3
COc1cc(NC(=O)c2ccc(COCC(F)(F)F)o2)cc(OC)c1OC,-2,0,0.3,2,0,1,-0.4,i,-0.6,4
O=C(C[C@H]1C/C=C\C[C@@H](Cc2ccc(F)cc2)C(=O)OC[C@@H]2CCCN2C1=O)NCCO,-1,4,1.1,0,6,3,0.3,i,0.1,2
O=C(CCc1nnc(C2(c3ccc(Cl)cc3)CCC2)o1)NC1CC1,-4,-5,0.1,-2,3,0,0.0,i,3.4,-5
O=C(c1cc2ccccc2s1)N1CCOCC1,1,8,0.4,-1,3,2,-0.2,i,0.9,5
N/C(=N\OC(=O)c1csnn1)c1ccc(C(F)(F)F)cc1,-35,-11,2.9,-4,4,4,-0.2,i,0.4,0
O=C(Nc1ccc(Cl)cc1C(=O)N1CCCCC1)c1ccco1,2,-10,-0.6,2,1,0,0.9,i,-0.4,1
CNC[C@H]1Oc2c(NC(=O)C3CC3)cccc2C(=O)N([C@H](C)CO)C[C@@H]1C,3,-6,-0.1,0,-2,1,0.5,i,-0.8,6
CCOC(=O)c1ccc(NC(=O)c2c(N)n(C)c(=O)n(C)c2=O)cc1,25,-8,-1.0,-2,-2,-1,-0.3,i,-1.0,-11

# Only CSN deneddyl inh, for some of the entries so far:
Compound | CSN deneddyl inh
COC(=O)c1sccc1S(=O)(=O)NC(C)c1cnn(-c2ccc(OC)cc2)c1C (centres undefined) | 4
CN(CC(=O)Nc1cccc(F)c1)C(=O)c1cccc(S(=O)(=O)N2CCN(c3ccc(F)cc3)CC2)c1 | -2
O=C(/C=C/c1ccccc1)Nc1cccc(C(=O)O)c1 | 4
CCOC(=O)C1(Cc2cccc(OC)c2)CCN(CC=C(C)C)CC1 | -3
CC(C)(C)C1=C(C#N)C(c2ccc3c(c2)OCO3)C(C#N)=C(N)O1 (centres undefined) | 4

# Filtered by structure: the compounds so far containing two or more sulfur atoms
SMILES,DNMT1 block,Scp1 inh,LMPTP block,CSN deneddyl inh,SUMO1-SIM PPI,STEP block,Tb MetRS inh,Rpn11 block,MsrA inhibitor,NadD inh
COC(=O)c1sccc1S(=O)(=O)NC(C)c1cnn(-c2ccc(OC)cc2)c1C (centres undefined),3,-8,0.4,4,-1,1,-0.2,i,0.4,-4
C=CCN(C(=O)CSc1nnnn1C)c1nc(-c2ccccc2)cs1,-1,-12,-0.1,1,6,1,0.0,i,1.0,-2

# (cont.)
SMILES,DNMT1 block,Scp1 inh,LMPTP block,CSN deneddyl inh,SUMO1-SIM PPI,STEP block,Tb MetRS inh,Rpn11 block,MsrA inhibitor,NadD inh
O=C(C1CCCN(c2ncnc3c2nc2n3CCCCC2)C1)N1CCCCC1 (centres undefined),6,-8,0.3,-1,3,-1,-0.3,i,0.3,2
COc1ccc2ccc(OCC(=O)NCC3CCCO3)cc2c1 (centres undefined),2,-6,0.0,-1,-1,0,-0.2,i,1.5,-7
COc1cccc(CC(NC(C)=O)C(=O)NC2CCN(c3nnnn3-c3ccccc3)CC2)c1 (centres undefined),-2,-8,-1.8,-1,-1,-2,0.6,i,-0.3,-1
COc1cccc(N2CCN(CC(=O)Nc3nnc(-c4ccccc4)s3)CC2)c1,-11,-2,1.8,0,3,1,-1.9,i,-0.5,12
CCOc1ccccc1NC(=O)COC(=O)/C=C/c1cccs1,15,10,0.0,-6,-20,-3,-0.1,i,-0.1,-2
COc1ccc(N(CC(O)Cn2nnc3ccccc32)S(=O)(=O)c2ccc(C)cc2)cc1 (centres undefined),-1,-2,-0.6,-2,2,-1,-1.3,i,0.4,-2
COCCN1C(=O)C(=O)/C(=C(/O)c2ccc(C)cc2)C1c1ccccn1 (centres undefined),1,16,-0.1,2,0,-2,-0.2,i,1.6,0
N#C/C(C(=O)N1CCOCC1)=C1/SC(Cc2ccccc2Cl)C(=O)N1c1ccccc1 (centres undefined),-2,-4,-2.4,3,1,2,-0.1,i,1.2,2
Cc1[nH]c2ccc(F)cc2c1CCN(Cc1cccnc1)C(=S)Nc1ccccc1,-13,-6,-0.5,-4,-1,-2,-0.6,i,-0.8,-1
CC(C)(C)OC(=O)CNC(=O)c1[nH]cnc1C(=O)N[C@@H](Cc1ccccc1)C(=O)OCc1ccccc1,-8,-8,3.1,-6,0,0,-0.2,i,-0.9,9
CC(=O)CCc1oc2ccc(C)cc2c1-c1ccc(C)o1,-5,-6,-1.4,3,-2,-4,-0.5,i,-0.4,-7
CCOc1ccc(OCC)c(NC(=O)C2CCCN2S(=O)(=O)c2cccc3cccnc23)c1 (centres undefined),4,6,1.7,-1,3,4,-0.4,i,-0.2,0
CCN(CC)c1ccc(/C=N/NC(=O)c2ccc(Br)o2)cc1,-2,-7,-0.1,0,-13,0,-0.4,i,4.0,-5
C=CC[C@@H](CC(=O)N(CCO)Cc1ccccc1)C(=O)N[C@H](COC(=O)[C@@H](CC=C)Cc1ccc(F)cc1)C(C)(C)C,1,-4,0.0,-6,2,-3,-0.3,i,1.3,-9
C=CCn1c(SCc2ccc(C(=O)Nc3nccs3)cc2)nnc1-c1ccc(C)c(Cl)c1,-4,7,5.6,-20,-5,-1,-0.5,i,0.1,12
CCOc1ccccc1-n1nnnc1SCC(=O)Nc1cc(C)on1,5,-4,0.4,-3,-3,-4,0.1,i,-0.1,-3
COCCN(C(=O)c1csnn1)C(C(=O)NC1CCCCC1)c1ccc(C)cc1 (centres undefined),1,-5,-1.6,1,7,1,0.1,i,0.1,-3
CC(NC(=O)CCNC(=O)c1ccc(C(C)(C)C)cc1)c1ccccc1 (centres undefined),1,-8,0.3,-2,-3,-1,-0.3,i,0.8,-4
COC(=O)c1cc([N+](=O)[O-])c(C)c(C)n1,5,x,-0.5,3,-23,0,-0.1,i,-0.3,-1
CCO[C@H]1OC(C(=O)Nc2ccccc2)=C[C@@H](C2CC2)[C@@H]1CCCO,-2,-9,-0.9,-4,3,-3,-0.3,i,-1.2,-5
CC1CCc2c(sc3ncnc(NCc4cccnc4)c23)C1 (centres undefined),-1,-6,1.9,1,3,1,0.8,i,0.7,-4
C/C(=N\NC(=O)NC1CCCCC1)c1ccc(OC(F)F)cc1OC(F)F,-4,9,2.0,-5,1,-1,-0.7,i,-0.2,-9
Cc1cc2nsnc2c(S(=O)(=O)NCC(=O)O)c1C,-1,2,-0.2,-2,-23,-1,-0.1,i,0.9,0
CCCCCC[n+]1c(-c2ccc(Cl)cc2Cl)csc1Nc1ccccc1,11,12,1.8,-2,0,5,0.1,i,0.7,12
CCCc1cc(=O)[nH]c(SCC(=O)NC(=O)c2ccccc2)n1,2,-4,-3.7,-2,-3,-1,-0.4,i,x,-6
CN1CCc2c(sc(/N=C/c3c[nH]c4ccccc34)c2C#N)C1,-24,-7,36,70,-48,-5,0.6,x,0.9,44*
C=CCOc1cccn2c(N(C)C(=O)c3ccccc3F)c(CC)nc12,1,x,-1.7,-5,0,1,-0.1,i,x,-7
COc1cccc(-c2nnc3sc(-c4ccco4)nn23)c1,7,-6,0.7,4,-7,0,-0.3,i,0.2,4
Cc1cc(/C=N/NC(=O)c2cc3ccccc3o2)c(C)n1C,-12,-8,1.9,0,5,4,-0.5,i,4.0,35*
COC(=O)c1ccccc1Oc1nc(Cl)cc(OC)n1,1,-4,-1.6,0,3,-4,0.4,i,-0.8,6
COc1ccccc1NC(=O)c1cc2ccc(O)cc2o/c1=N\O,-6,-2,2.3,5,-4,1,-0.9,i,2.0,1
COc1ccc(-n2c(=S)[nH]c3cc(C(=O)NCCCN4CCOCC4)ccc3c2=O)cc1OC,0,-7,-0.7,-5,1,2,0.5,i,0.9,-3

# Copied from the list:
# `CCCc1cc(=O)[nH]c(SCC(=O)NC(=O)c2ccccc2)n1` @ STEP block: -1
# `COc1ccccc1NC(=O)c1cc2ccc(O)cc2o/c1=N\O` @ STEP block: 1
